# TGFb inhibitor – inhibitors of TGF-b signaling; AID 588855; Potency, µM (top dose mostly 46.1 µM), for inactives: at the top dose activity, negative = inhibition, hits mostly inhibitors; 410,000 tested, 1.2% active; HepG2 CAGA-GFP TGF-b/SMAD3 reporter, GFP fluorescence, 18 h; TGF-beta stimulated, 500 pg/mL final; also: potency is read from the fitted curve at half-maximal effect; % is scaled to controls: 0 for no effect and ±100 for the full control effect; nearly all actives have a fitted effect of over 65% in size
#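 HEPG2 CAGA-GFP cells (1000/well, DMEM with 1% FBS) were pre-incubated 2 h at 37 degrees C, given compound by pin tool, then stimulated with TGF-beta at 500 pg/mL final for 18 h before per-cell GFP fluorescence imaging.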
# HepG2 tox – HepG2 cytotoxicity, counter-screen for TGF-b inhibitors | HepG2 CAGA-GFP viability, ATP luminescence, 18 h | 410,000 tested, 0.76% active | Potency, µM (series often up to 46.1 µM), for inactives: at the top dose activity change, negative = cytotoxicity, most hits filed as cytotoxic; also: potency is read from the fitted curve at half-maximal effect; some results filed as inactive show a strong effect at the top dose
#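 CellTiter-Glo luminescence gave cytotoxicity after 18 hours at 37 degrees C. The cells were HepG2 CAGA-GFP in 1% FBS DMEM, stimulated with 500 pg/mL TGF-beta after compound addition. %Activity was normalised to no-cell wells (complete cell-killing) and DMSO (no toxicity), and curves were fitted and classified.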
# pAkt inh – Akt phosphorylation inhibition; Neuro2A IGF-stimulated pAkt S473 HTRF, 20 min; active compounds read low; AID 651550; activity change, % for hits at 50 µM; 360,000 tested, 0.32% active; in the data active = activity change below about -80%; inconclusive = mostly about -51% to -80%; also: % is scaled to controls: 0 for no effect and ±100 for the full control effect
#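 Neuro2A cells in DMEM with 0.5% FBS, overnight at 37 deg C, given compound at single 50 µM final, then IGF (6 nM final) for 20 min at 37 deg C. Lysed; phospho-Akt Ser473 by HTRF after 24 h, 665/615 ratio.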
# Abeta rescue – A-beta toxicity reversal in yeast | yeast expressing A-beta42, growth rescue, OD600, 48 h; response scale: 0% DMSO, 100% iron-clioquinol control | Potency, µM (titrated, usually from 46.1 µM), inactives show at the highest dose growth rescue, most hits filed as activators | 410,000 tested, 0.063% active | AID 1347071; also: potency is read from the fitted curve at half-maximal effect; nearly all actives have a fitted effect of over 55% in size
#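 Growth rescue measured by 600 nm absorbance after 48 h yeast culture at 30 C with compound. Values normalized between DMSO and an equimolar ferric chloride plus clioquinol control.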
# A549 tox – kills or reduces viability of A549 cells in Nrf2 counter-screen. A549 ARE-Fluc cells, CellTiter-Fluor viability, 18-24 h. Potency, µM (highest dose often 46 µM), inactives show at the highest dose activity change, negative = cytotoxicity, most hits filed as inhibitors. 390,000 tested, 0.16% active. AID 504648; also: potency is read from the fitted curve at half-maximal effect; % is scaled to controls: 0 for no effect and ±100 for the full control effect
#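 A549 ARE-Fluc cells in 5% FBS OPTI-MEM, 5000 cells/well, rested 2 h then exposed to compounds in concentration-response for 18-24 h at 37 °C. Viability by CellTiter-Fluor fluorescence (Ex 405/Em 525) after 30 min; luciferase luminescence (BugLite, 15 min, RT) read afterwards.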
# Nrf2 activator – activates Nrf2 signaling | AREc32 ARE-luciferase reporter (MCF7-derived line), luminescence, 24 h | Potency, µM (titrated, usually from 46.1 µM), without a hit: at the highest dose activation, hits mostly activators | 410,000 tested, 0.31% active | AID 624171; also: potency is read from the fitted curve at half-maximal effect; % of control where 0% means no effect; nearly all actives have a fitted effect of over 65% in size
#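 Nrf2 activation is followed as ARE-luciferase induction in the AREc32 line after one day of compound treatment; luminescence is read with Steady-Glo.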
# CCT modulator – cytosolic chaperonin activity modulation. purified chaperonin ATPase assay, HTRF ADP detection, 30 min. activity change, % (concentration not given with the values), hits read low. 360,000 tested, 0.3% active. AID 651819; in the data active = activity change below about -30%; also: % is scaled to controls: 0 for no effect and ±100 for the full control effect
#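 Enzyme 40 or 20 nM (batch-dependent) in Tris pH 7.4/KCl/MgCl2/DTT; cpd 76 uM single point; ATP 10 uM; 30 min 37 °C; Transcreener ADP HTRF detection, 30 min RT; ratio 665/615.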
# Nrf2 block – blocks Nrf2 signaling; A549 ARE-Fluc reporter, luciferase luminescence, 18-24 h; Potency, µM (series often up to 46 µM), for the others: at the top dose activity change, negative = inhibition, actives largely listed as inhibitors; 360,000 tested, 2.1% active; AID 504444; also: potency is read from the fitted curve at half-maximal effect; % is scaled to controls: 0 for no effect and ±100 for the full control effect; nearly all actives have a fitted effect of over 60% in size
#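 Nrf2 function is reported as luminescence of an ARE-controlled luciferase in A549 cells. Compounds were tested at several concentrations, and a CellTiter-Fluor read on the same wells flagged cytotoxicity.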
# MmCpn inh – blocks the Methanococcus maripaludis chaperonin Mm-Cpn; purified Mm-Cpn ATPase, ADP Transcreener TR-FRET; Potency, µM (doses to about 76.9 µM), for the others: top-dose activity, negative = inhibition, usual class: inhibitors; 330,000 tested, 0.031% active; AID 504842; also: potency is read from the fitted curve at half-maximal effect; % is scaled to controls: 0 for no effect and ±100 for the full control effect; nearly all actives have a fitted effect of over 80% in size
#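 ATPase turnover read by TR-FRET ADP competition (Eu cryptate antibody/ADP-d2, 665/590 nm): 10uM ATP final, 25nM Mm-CPN final, 30 min 37degC after 10-min compound preincubation, pH 7.4 Tris/KCl/MgCl2/DTT buffer.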
# Starred values were filed as active, the others as inactive; i = inactive; ? = inconclusive; . = no result given; & = joins results of further samples; [ ] = another dose, or the depositor's remark. Unless noted, calls follow the shape of the dose curve; as a rule, active = well fitted curve in the direction sought with a large enough effect; inconclusive = small, poorly fitted or top-dose-only effect, or another doubt; inactive = no such curve, though single readings can be large; an effect the other way counts as inactive or inconclusive.
SMILES,TGFb inhibitor,HepG2 tox,pAkt inh,Abeta rescue,A549 tox,Nrf2 activator,CCT modulator,Nrf2 block,MmCpn inh
CCC(=O)N1CCc2cc(Br)cc(S(=O)(=O)N3CCCC(C(=O)Nc4ccc(C)c(F)c4)C3)c21 (stereo unspecified),?,-31%,.,-22%,-3%,0.7%,.,-26%,.
COc1cc2c(cc1OC)CN(Cc1cc(OC)c(O)c(OC)c1)CC2,0%,-8%,i,4%,3%,0.5%,-2.5,3%,-1%
COC(=O)c1cc2c(N)c(C(=O)c3ccccc3)sc2nc1C(OC)OC,13%,-2%,i,-6%,-11%,4.1%,2.9,2%,-5%
O=C(CSc1nnc(-c2ccc(Br)cc2)o1)N1CCN(C(=O)c2ccco2)CC1,7%,-25%,i,0%,-5%,0.1%,-0.8,?,0%
Cc1cc(N2CCN(C(c3ccccc3)c3ccc(Cl)cc3)CC2)n2ncnc2n1 (stereo unspecified),-17%,-24%,i,16%,1%,1.0%,0.3,-15%,-1%
O=C(Nc1nc(-c2ccc(F)cc2)cs1)c1cccnc1,11%,3%,i,7%,-2%,-0.6%,3.7,-20%,-4%
Cc1ccc(CNC(=O)c2cc3c(C)nc4ccccc4c3o2)cc1,?,-15%,i,-3%,-2%,0.0%,-0.8,18µM*,-1%
CC(Nc1nc(-c2ccc(F)cc2)cs1)c1nc2cc(Cl)c(Cl)cc2n1CCCO (stereo unspecified),?,-75%,i,5%,?,-1.1%,1.4,?,.
CCOC(=O)c1ccc(NC(=O)c2ccc(CO)c(C(=O)NC3CCN(C(=O)OCC)CC3)c2)cc1,1%,-23%,i,19%,4%,3.4%,-0.6,-26%,0%
CCOC(=O)CSc1nc2ccccc2c(=O)n1-c1ccc(C)cn1,11%,-4%,i,-9%,2%,-0.3%,-1.3,9%,2%
COc1ccc(C2C=C(c3ccccc3)Nc3nc(NC(=O)/C=C/c4ccc(F)cc4)nn32)cc1 (stereo unspecified),1%,-2%,.,-26%,5%,22%,.,-18%,.
CCn1c(=O)n(CC)c2cc(N3CCCC3)c(NC(=O)c3cc(Cl)ccc3OC)cc21,3%,-2%,i,-38%[inhibitor],?,-0.2%,0.0,21µM*,1%
COC(=O)C(NC(=O)CCC(=O)N[C@@H](C(=O)OC)c1ccccc1)c1ccccc1 (stereo partly specified),1%,-14%,i,-4%,-5%,-0.2%,-0.2,11%,2%
C[C@@H]1CCCCO[C@@H](CN(C)S(=O)(=O)c2ccc(F)cc2)[C@@H](C)CN([C@H](C)CO)C(=O)c2cc(N(C)C)ccc2O1,-3%,-2%,i,-14%,.,3.6%,-2.1,.,.
COc1cccc(C2CC(C(F)(F)F)n3ncc(C(=O)Nc4c(C)n(C)n(-c5ccccc5)c4=O)c3N2)c1 (stereo unspecified),-5%,-22%,i,5%,6%,1.1%,-1.9,0%,1%
COCCn1c(SC(C(=O)Nc2cc(C)ccc2OC)c2ccccc2)nnc1-c1ccc(Cl)cc1 (stereo unspecified),2%,2%,i,-10%,10%,0.2%,-5.3,13%,2%
COC(=O)c1cccc(NC(=O)CCSc2ccc(Cl)cc2)c1C,-24%,-8%,i,9%,-1%,-0.7%,-4.7,-29%,-1%
COC(=O)c1ccc2c(c1)N(CC(=O)Nc1ccc(OC)c(Cl)c1)C(=O)c1ccccc1S2,3%,-24%,.,-17%,9%,-0.1%,.,.,.
Cc1ccc(C(=O)Nc2nccs2)s1,-1%,-9%,i,2%,1%,0.6%,0.9,13%,3%
CCOc1ccc(C(=O)Nc2cccc(-c3ccc4nncn4n3)c2)cc1,5%,-7%,i,3%,-5%,0.8%,0.3,?,1%
CC1CCCCN1CCCNC(=O)c1cc(Sc2ccc(Cl)cc2)nc2ccccc12 (stereo unspecified),-22%,-22%,.,5%,-1%,1.1%,.,.,.
Cc1cc(N/N=C/c2ccccc2F)c2ccccc2n1,-12%,-27%,i,-8%,1%,2.9%,-3.7,25%,1%
COCc1nnc(NC(=O)c2cc(C(=O)OC)cc([N+](=O)[O-])c2)s1,-9%,14%,i,4%,-1%,-0.6%,0.2,2%,1%
CCc1noc(C)c1C(=O)Nc1cc(S(=O)(=O)N2CCOCC2)ccc1OCC(F)(F)F,-5%,-17%,i,1%,0%,-0.2%,1.1,3%,-1%
O=C(CSc1nc2c([nH]c3ccccc32)c(=O)n1-c1ccc(Cl)cc1)NCc1ccccc1,1%,-13%,.,-2%,-7%,-0.5%,.,.,.
COc1ccccc1N1CCN(CCC(=O)Nc2cccc(F)c2)CC1,-23%&3%,-13%&5%,i,3%&-2%,-8%,3.3%&-0.2%,2.2,-19%,.
CC(Cn1cncn1)NC(=O)c1cc(COc2cccc(C(F)(F)F)c2)on1 (stereo unspecified),0%,-5%,i,-10%,-1%,2.4%,3.6,9%,-1%
O=c1oc2c(CN3CCOCC3)c(O)ccc2c2c1CCC2,12%,-34%,i,-1%,11%,-0.3%,-0.6,14%,-5%
O=C(N/N=C/c1cc(Cl)c(O)c(Cl)c1)c1cc2c(ccc3ccccc32)o1,-4%,-21%,i,-41%[inhibitor],-6%,0.0%,-7.2,-17%,-16%
O=C(CN1CCN(Cc2ccc(F)cc2Cl)C1=O)NCCCN1CCOCC1,?,14%,i,-10%,0%,-1.1%,-3.5,-15%,-2%

# Pulled one by one from the entries so far, 3 records:
SMILES,TGFb inhibitor,HepG2 tox,pAkt inh,Abeta rescue,A549 tox,Nrf2 activator,CCT modulator,Nrf2 block,MmCpn inh
Cc1cc(N/N=C/c2ccccc2F)c2ccccc2n1,-12%,-27%,i,-8%,1%,2.9%,-3.7,25%,1%
CC(Cn1cncn1)NC(=O)c1cc(COc2cccc(C(F)(F)F)c2)on1 (stereo unspecified),0%,-5%,i,-10%,-1%,2.4%,3.6,9%,-1%
O=C(CSc1nc2c([nH]c3ccccc32)c(=O)n1-c1ccc(Cl)cc1)NCc1ccccc1,1%,-13%,.,-2%,-7%,-0.5%,.,.,.

# (next part)
SMILES,TGFb inhibitor,HepG2 tox,pAkt inh,Abeta rescue,A549 tox,Nrf2 activator,CCT modulator,Nrf2 block,MmCpn inh
Cc1ccc(NC(=S)NC(NC(=O)N(C)C)C(Cl)(Cl)Cl)cc1 (stereo unspecified),-6%,6%,i,2%,-7%,2.4%,1.5,-5%,2%
Cc1ccc(NC(=O)C2C3C=CC4(O3)C2C(=O)N(CCCN2CCCCC2)C4C(=O)NC2CCCCC2)cc1Cl (stereo unspecified),3%,-27%,i,-6%,-12%,2.6%,-1.4,0%,0%
CC(C)C(C)NC(=O)COC(=O)C1CCN(S(=O)(=O)c2ccc3c(c2)OCCO3)CC1 (stereo unspecified),-7%,10%,i,-2%,0%,0.3%,-2.2,-13%,-1%
CC1=C(C(=O)Nc2ccccc2C)C(c2cccnc2)n2nc(CCCO)nc2N1 (stereo unspecified),16%,3%,i,0%,2%,0.0%,-2.0,7%,0%
O=S(=O)(Nc1ncccn1)c1ccc(NC(=S)N2CCN(Cc3ccc(F)cc3Cl)CC2)cc1,20%,0%,i,-15%,-11%,0.1%,0.9,4%,1%
COc1ccc(-c2cnc3c(NC(C)=O)cc(-c4ccc(C(=O)N5CCOCC5)cc4)cn23)cc1OC,-4%,-14%,i,-10%,.,4.8%,0.5,.,.
CC(C)(C)NC(=O)C1c2ccccc2OCC(=O)N1Cc1ccco1 (stereo unspecified),.,.,i,-10%,.,0.2%,0.8,.,.
COc1ccc(N2C(=O)C(CC(=O)Nc3ccccc3)N(Cc3ccccn3)C2=S)cc1 (stereo unspecified),?,-29%,i,-12%,-4%,4.5%,0.1,-24%,-2%
C/C(CC(=O)Nc1cccc(F)c1)=N\NC(=O)C(=O)NC1CCCCC1,0%,-7%,i,-3%,-7%,2.6%,-2.9,6%,0%
CCOCCCNC(=S)N1CCCN(c2nc3cc(C)c(C)cc3cc2C#N)CC1,?,-42%,i,15%,-20%,0.3%,-1.9,?,-19%
Cc1nc2scc(-c3ccc(Cl)cc3)c2c(=O)o1,-7%,0%,i,-1%,-1%,-0.4%,-2.0,-22%,1%
C#CCOCCOCCOCCNc1nc(N2CCN(C(=O)CCCCCCCCCCNC(=O)[C@H](CCCCN)n3cc(CCCC(=O)O)nn3)CC2)nc(N2CCN(C(=O)CCCCCCCCCCNC(=O)[C@H](CCCN=C(N)N)n3cc(C[C@@H](C)CC)nn3)CC2)n1,?,-100%,i,-19%,-28%,-2.5%,-0.1,?,0%
CCN(Cc1nc2ccccc2c(=O)[nH]1)Cc1cc(=O)oc2cc(OC)ccc12,-1%,4%,i,10%,-2%,-0.3%,-2.4,.,0%
C=CC[C@H](CC(=O)OC(C)(C)C)C(=O)OC[C@@H]1CCCN1C(=O)[C@H](CC=C)CC(=O)N[C@H](CO)Cc1ccccc1,?,-25%,i,-2%,-17%,0.1%,2.6,-1%,-1%
O=C(COC(=O)C1CCN(S(=O)(=O)c2ccc3c(c2)OCCO3)CC1)NC1CCCCC1,?,0%,i,16%,0%,0.5%,1.5,-1%,1%
CC(C)CNC1=CC(=O)CC(c2ccco2)C1 (stereo unspecified),2%,-14%,i,8%,-2%,5.6%,0.5,?,0%
CC1(Cc2ccc(C(F)(F)F)nc2)C(=O)Nc2cc(-c3ccccc3Cl)ccc21 (stereo unspecified),-13%,-21%,i,-11%,.,0.1%[9.22 µM],-23,.,.
COc1ccc(NC(=O)C2CCC(CNS(=O)(=O)c3ccc(Br)s3)CC2)c(OC)c1 (stereo unspecified),?,-17%,.,-12%,1%,-0.1%,.,?,.
